# USP1 inh: inhibitors of human USP1/UAF1 deubiquitinase | O94782 | recombinant USP1/UAF1, Ub-Rhodamine cleavage fluorescence | Potency, µM (highest dose often 57.1 µM), for the others: at the highest dose activity change, negative = inhibition, usual class: inhibitors | 390,000 tested, 0.23% active | AID 743255; also: % is scaled to controls: 0 for no effect and ±100 for the full control effect; nearly all actives have a fitted effect of over 60% in size; inactives centre near -12
#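 USP1/UAF1 complex (1 nM) preincubated 15 min at room temperature with compound, then Ub-Rho substrate (150 nM final) added. Kinetic fluorescence at 480/540 nm over 6 reads at 60 s intervals; 50 mM HEPES pH 7.8, 0.5 mM EDTA, 0.1 mg/ml BSA, 1 mM TCEP, 0.01% Tween-20.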
# Vif-A3F inh: blocks the Vif interaction with APOBEC3F; Potency, µM (top dose mostly 46.1 µM), inactives show at the top dose activity, negative = active; AID 602313; 390,000 tested, 0.2% active; HeLa A3F-eYFP + Vif (tagged APOBEC3F with the HIV-1 protein that degrades it), YFP fluorescence increase; also: % of control where 0% means no effect; nearly all actives have a fitted effect of over 65% in size
#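 HeLa cells stably expressing Vif plus C-terminally eYFP-tagged A3F were seeded, incubated overnight at 37 deg C, dosed with compound, incubated overnight again at 37 deg C. Yellow fluorescence (Ex 488/Em 500-530) reported blocked Vif-mediated A3F-eYFP degradation.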
# Vif-APOBEC3G blk: Vif-A3G binding inhibition; HeLa A3G-eYFP + Vif (tagged APOBEC3G with the HIV-1 protein that degrades it), YFP fluorescence, overnight; Potency, µM (series often up to 46.1 µM), for the others: at the highest dose activity, negative = active, usual class: inhibitors; 410,000 tested, 0.076% active; AID 602310;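 also: % is scaled to controls: 0 for no effect and ±100 for the full control effect; nearly all actives have a fitted effect of over 60% in size; hits raise eYFP signal because A3G escapes Vif-driven loss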
#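 Read-out is eYFP fluorescence (Ex 488/Em 500-530) from Vif-expressing HeLa A3G-eYFP cells; more signal means A3G escaped Vif-mediated degradation. Cells plated overnight, compound pinned in, incubated overnight at 37 deg C.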
# RGS4 inhibitor: human RGS4 inhibition | P49798 | Transcreener GDP fluorescence polarization, RGS4-accelerated GTP hydrolysis | Potency, µM (highest dose often 114 µM), without a hit: at the highest dose activity change, negative = inhibition, usual class: inhibitors | 390,000 tested, 0.039% active | AID 504845; also: % is scaled to controls: 0 for no effect and ±100 for the full control effect; nearly all actives have a fitted effect of over 75% in size; some results filed as inactive show a strong effect at the top dose
#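 MLSMR compounds (23 nl, pin-transferred) preincubated 10 min at room temperature with a 500nM (2x) first reagent, then RGS4 at 900nM (2x) plus Transcreener GDP mix added; fluorescence polarization (620/688 nm) read before and after 90 min at 30 °C.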
# mIDH1 inhibitor: human IDH1 R132H inhibition | IDH1-R132H enzyme, NADPH consumption, diaphorase/resazurin fluorescence | Potency, µM (titrated, usually from 76.6 µM), without a hit: at the highest dose activity change, negative = inhibition, actives largely listed as inhibitors | 390,000 tested, 0.093% active | AID 602179; also: % is scaled to controls: 0 for no effect and ±100 for the full control effect; nearly all actives have a fitted effect of over 65% in size
# Target sequence (O75874 whole entry R132H, stated change not applied): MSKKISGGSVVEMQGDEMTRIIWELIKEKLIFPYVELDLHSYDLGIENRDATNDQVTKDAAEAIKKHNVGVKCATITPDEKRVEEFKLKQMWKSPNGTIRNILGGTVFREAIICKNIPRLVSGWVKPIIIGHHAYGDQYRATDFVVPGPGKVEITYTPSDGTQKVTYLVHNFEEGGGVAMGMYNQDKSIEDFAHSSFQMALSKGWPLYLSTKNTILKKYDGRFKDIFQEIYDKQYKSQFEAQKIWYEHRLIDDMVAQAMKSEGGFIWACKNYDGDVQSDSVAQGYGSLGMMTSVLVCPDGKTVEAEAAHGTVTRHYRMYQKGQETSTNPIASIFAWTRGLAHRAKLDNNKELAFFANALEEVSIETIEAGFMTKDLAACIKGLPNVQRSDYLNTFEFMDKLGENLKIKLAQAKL
#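 IDH1-R132H (0.5 ug/mL) preincubated 30 min with compound, then NADPH (0.016 mM) and alpha-KG (2 mM) added; 80 min at RT, pH 7.5. Remaining NADPH coupled via diaphorase/resazurin to fluorescence (540/590 nm); concentration-response curves normalized to no-enzyme control.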
# TrxR1 substrate: rat thioredoxin reductase 1 substrate activity; O89049; Potency, µM (titrated, usually from 114 µM), for inactives: at the top dose activity change, negative = substrate turnover; purified TrxR1 substrate turnover, NADPH consumption readout; 390,000 tested, 0.01% active; also: % is scaled to controls: 0 for no effect and ±100 for the full control effect; nearly all actives have a fitted effect of over 50% in size
# Target sequence (O89049 whole entry, looked up): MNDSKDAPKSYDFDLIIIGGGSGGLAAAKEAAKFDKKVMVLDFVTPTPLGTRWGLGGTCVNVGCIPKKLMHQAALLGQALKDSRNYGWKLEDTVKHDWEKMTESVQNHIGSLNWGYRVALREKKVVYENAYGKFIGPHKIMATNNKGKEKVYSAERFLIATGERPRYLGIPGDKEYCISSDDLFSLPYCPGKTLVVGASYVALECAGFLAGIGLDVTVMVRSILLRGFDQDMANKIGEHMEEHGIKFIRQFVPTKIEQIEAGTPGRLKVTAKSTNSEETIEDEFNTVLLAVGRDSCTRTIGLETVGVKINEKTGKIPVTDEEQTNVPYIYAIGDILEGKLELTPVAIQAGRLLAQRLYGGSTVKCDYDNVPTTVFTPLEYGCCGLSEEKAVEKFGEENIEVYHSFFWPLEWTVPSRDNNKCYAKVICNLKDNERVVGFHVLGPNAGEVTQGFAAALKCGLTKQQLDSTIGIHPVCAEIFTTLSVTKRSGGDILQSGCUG
#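 Rat TrxR1, dispensed at 90 nM, was prereduced with 400 uM NADPH (final) for 5 min at ~22 deg C, then incubated with compound 15 min before 400 uM selenite. A first-read NADPH fluorescence drop versus no-compound background flagged substrates.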
# RXFP1 ag: activates the human relaxin receptor RXFP1 | Q9HBX9 | HEK293T-RXFP1 cAMP TR-FRET, 30 min; response scale: percent of porcine relaxin response, buffer zero | Potency, µM (highest dose often 57.5 µM), for inactives: top-dose activation, actives largely listed as activators | 370,000 tested, 0.3% active | AID 2676; also: % is scaled to controls: 0 for no effect and ±100 for the full control effect; nearly all actives have a fitted effect of over 60% in size; many of its hits are not listed in these tables
#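 HEK293T cells stably expressing RXFP1 were pretreated with the PDE4 inhibitor Ro 20174, exposed to compounds for 30 min at 37C, lysed, and cAMP was read by TR-FRET. Data normalized to buffer (basal) and 29 nM porcine relaxin (100%).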
# rTrxR1 inhibitor: blocks rat thioredoxin reductase 1; O89049; recombinant rTrxR1, NADPH fluorescence consumption, selenite substrate; Potency, µM (highest dose often 114 µM), without a hit: at the top dose activity change, negative = inhibition, hits mostly inhibitors; 390,000 tested, 1% active; also: % is scaled to controls: 0 for no effect and ±100 for the full control effect; nearly all actives have a fitted effect of over 65% in size
#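 Rat TrxR1 (90 nM in the dispensed reagent) was pre-reduced with 400 uM NADPH for 5 min at room temperature, then incubated with compound for 15 min. After 400 uM selenite was added, NADPH fluorescence (Ex 340/Em 450 nm) was followed for 8 min.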
# ALOX12 inh: ALOX12 (human) lipoxygenase inhibition. AID 1671190. 580,000 tested, 1.1% active. Potency, µM (highest dose often 108 µM), for the others: at the top dose activity change, negative = inhibition, most hits filed as inhibitors. purified 12hLO, xylenol orange hydroperoxide absorbance; also: % is scaled to controls: 0 for no effect and ±100 for the full control effect
#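 Purified human 12hLO at 150 nM in 25 mM Hepes, 0.01% Triton X-100, pH 7.0, preincubated 15 min at room temperature with compound. Reaction started with 40 uM arachidonic acid, 30 min at room temperature. Hydroperoxide measured by Fe-xylenol orange, 573/405 nm absorbance ratio.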
# Starred values were filed as active, the others as inactive; ? = inconclusive; nt = no result given; & = joins results of further samples; [ ] = dose if it differs, or a comment. Calls follow the shape of the dose curve; as a rule, active = well fitted curve in the direction sought with a large enough effect; inconclusive = small, poorly fitted or top-dose-only effect, or another doubt; inactive = no such curve, though single readings can be large; an effect the other way counts as inactive or inconclusive. Potency is read from the fitted curve at half-maximal effect.
# Every second line gives: USP1 inh, Vif-A3F inh, Vif-APOBEC3G blk, RGS4 inhibitor, mIDH1 inhibitor, TrxR1 substrate, RXFP1 ag, rTrxR1 inhibitor, ALOX12 inh
Cc1ccnc(NS(=O)(=O)c2ccc(NC(=O)Cc3ccccc3)cc2)n1
  -14%, -7%, 1%, 5%, -1%, 4%, -0.2%, 15%, -24%
COc1ccc(-c2ccc(CCC(=O)O)n2-c2ccc(O)cc2)cc1
  -11%, 13%, -7%, -43%, 0%, -8%, 0.0%, -29%, ?
CCOC(=O)c1ccc(NC(=O)CSc2nc3cccnc3n2C)cc1
  -16%, -1%, 1%, -12%[11.4 µM], 6%, -8%, 9.3%, -5%, 0%
O=C(Cc1ccc(S(=O)(=O)N2CCOCC2)s1)N(Cc1ccccc1)c1ccccc1
  -16%, 6%, 1%, -9%, -1%, -9%, 2.9%, 0%, -8%
O=C(COc1ccccc1)NNC(=S)NC(=O)c1ccc(Cl)cc1Cl
  -7%, -7%, 0%, ?, -4%, -7%, -0.7%, ?, nt
COc1ccc(C2CC(=O)C=C(O)C2)cc1 (stereo not given)
  -4%, 2%, 0%, 18%, 3%, -8%, 5.4%, -23%, 6%
Cc1ccc(/C=N/N=C2/NC(=O)C(CC(=O)N3CCOCC3)S2)cc1 (stereo not given)
  -18%, 6%, -4%, -34%, 3%, -1%, -0.8%, 9%, -8%
O=S(Cc1ccc(Cl)cc1)CC(O)COCc1ccc(Cl)cc1 (stereo not given)
  5%, -5%, 5%, -17%, 0%, 0%, 0.4%, 17%, ?
CN1C(=S)SC(/[N+]([O-])=C\c2ccccc2F)C1(C)C (stereo not given)
  -4%, 2%, 3%, 16%, -7%, -12%, -1.5%, 1%, 13%
CC1=CCC(C(=O)O)C(C(=O)Nc2nc3ccc(S(C)(=O)=O)cc3s2)C1 (stereo not given)
  -1%, -9%, 0%, 26%, 1%, -12%, -0.9%, -10%, -3%
CCOC(=O)CSc1nnc(CNc2ccc(F)cc2)o1
  -3%, 3%, 1%, -21%, 0%, 0%, 1.3%, 0%, -30%
Cc1cccc(-c2noc(C3CC(=O)N(c4ccc5c(c4)OCCO5)C3)n2)c1 (stereo not given)
  -17%, 2%, -2%, -13%, 8%, -13%[57.1 µM], -0.5%, -17%[57.1 µM], -23%
Cc1ccc2nc(SCC(=O)NC3CCCc4ccccc43)[nH]c2c1 (stereo not given)
  -11%, -14%, -26%, 3%, 16%, 7%[57.1 µM], 1.1%, 12%[57.1 µM], -18%
CCCN1CCN(CCCNC(=O)CN2C(=O)COc3ccccc32)CC1
  -5%, -1%, 3%, -5%, -3%, 7%, -0.6%, 20%, 1%
CC1CCN(C(=O)C2CCN(c3nnc(-n4cccc4)s3)CC2)CC1
  -9%, 1%, 0%, 4%, -16%, -4%, -1.0%, 7%, 3%
Cn1cccc1CC(=O)NNC(=O)Nc1ccc(Cl)cc1
  -16%, 3%, 0%, -3%, -3%, -2%, 0.5%, -10%, -29%
COC(=O)c1ccc(N(CC(=O)NC2CCCCC2)C(=O)CNC(=O)c2ccco2)cc1
  -22%, 9%, -8%, 18%, -2%, 7%, -0.1%, 20%, -15%
O=C(CNC(=O)C1CCCCC1)OCC(=O)c1ccc(-c2ccccc2)cc1
  nt, nt, 0%, 10%, nt, 9%[0.0914 µM], nt, 18%[0.0914 µM], nt
COc1ccc(NC(=O)NC(C)c2ccc3c(c2)OCO3)c(OC)c1 (stereo not given)
  -13%, -17%, 2%, -28%, 8%, 2%, 1.1%, 8%[57.1 µM], -6%
Cc1cccc(OCCCC(=O)Nc2ccc(S(=O)(=O)Nc3onc(C)c3C)cc2)c1
  -16%, 6%, 0%, -11%, 4%, 2%, 0.3%, 0%, -8%
CC(=O)Nc1ccc(NC(=O)C2CC(=O)N(c3cccc(C)c3C)C2)cc1 (stereo not given)
  -4%, -3%, 0%, 19%, 4%, -7%, -2.0%, -7%, 0%
CCCCCC(=O)Nc1ccc(-c2nnc3n2CCCCC3)cc1
  -23%, 2%, 1%, -17%, -5%, 7%, -0.9%, 33%[activator], -5%
CCn1c(COc2ccc3c(c2)OCO3)nnc1SCC(=O)c1ccccc1
  1%, nt, 1%, -1%, 1%, 2%, 1.1%, -7%, 26%
Cc1cc(NC(=O)CCC(=O)N(CC(=O)NCC2CCCO2)c2ccc(Cl)c(Cl)c2)no1 (stereo not given)
  -19%, 5%, 2%, -20%, 5%, 4%[57.1 µM], -0.9%, 13%[57.1 µM], 7%
COc1cc(C)ccc1OCC(=O)OCC(=O)NCC1CCCCC1
  -24%, 3%, -1%, 6%, 0%, 10%, nt, 16%, -16%
CCOC(=O)c1[nH]c(C)c(C(=O)NCCN2CCOCC2)c1C
  -9%, -8%, 1%, -25%, -8%, 6%[57.1 µM], -0.1%, 12%[57.1 µM], 195%[activator]
COc1cc(OC)c2cc(C(=O)N/N=C/c3cccc(OC)c3O)[nH]c2c1
  -27%, -2%, ?, 10%, -11%, 6%, -4.8%, 25%, -2%
Cc1noc2ncnc(Oc3ccc4ccccc4c3)c12
  -8%, -9%, 0%, 16%, -1%, -4%, 0.6%, 0%, 0%
Cc1ccc2cc(CN(Cc3ccco3)C(=O)NC3CCCCC3)c(=O)[nH]c2c1C
  -10%, -1%, -5%, -9%, -3%, 12%[57.1 µM], 6.1%, 24%[57.1 µM], -29%
S=C(Nc1ccccn1)NC1CCCCC1
  ?, ?, -3%, -35%, 10%, -1%[57.1 µM], -5.5%, 15%[57.1 µM], 22µM*
FC(F)(F)c1nnc2ccc(N3CCCCC3)nn12
  5%, -15%, -4%, -5%, -1%, -3%, nt, 12%[57.1 µM], 148%[activator]
COc1cccc(C(=O)NC2CCCN(C3Cc4ccccc4C3)C2)c1OC (stereo not given)
  -31%, 6%, 0%, 13%, -16%, 7%, -0.5%, 22%, 8%
CCCSc1nc2c(c(=O)[nH]1)C(c1ccc(F)cc1F)CC(=O)N2 (stereo not given)
  13%, 4%, 0%, 5%, -19%, -6%, -1.2%, -3%, 5%
O=C(CSc1nnc(CNC(=O)c2ccc(F)cc2)o1)Nc1nccs1
  -5%, -19%, 3%, -12%, -4%, 1%, -0.2%, 21%, 2%
Cc1[nH]c(C)c(S(=O)(=O)N2CCC(C)CC2)c1C(=O)N1CCCC1
  -16%, 2%, 5%, 15%, -13%, 2%, 1.3%, 17%, 29%
COc1ccc(NC(=O)C(c2ccc(OC)cc2)N(C)C(=O)Cc2cccs2)cc1 (stereo not given)
  -3%&-2%, -15%&-3%, -2%&0%, 1%&-4%, 22%&-1%, -5%&-12%, -3.0%&-0.4%, 21%[2.29 µM], -20%&14%
CCCNc1nc2c(c(=O)n(C)c(=O)n2C)n1CC(O)COc1ccccc1 (stereo not given)
  -12%, 2%, 0%, 1%, 23%, 2%, 0.8%, 18%, -2%
CO[C@H]1O[C@H](CBr)[C@@H](OC(=O)c2ccccc2)[C@H](O)[C@H]1O
  -8%, 13%, 2%, -8%, 3%, -3%[57.1 µM], nt, -7%[57.1 µM], 247%[activator]
O=C(COc1ccc(Cl)cc1Cl)Nn1c(=S)[nH]c2ncccc2c1=O
  -18%, 6%, -2%, 0%, 1%, -6%, 2.1%, -24%, 1%
CCOc1ccccc1CNC(=O)CCN1C(=O)COc2ccccc21
  -5%, 4%, 0%, 2%, 0%, 1%[57.1 µM], -0.3%, 3%[57.1 µM], 2%
COc1ccc(OC)c(S(=O)(=O)Nc2c(C)nn(C)c2C)c1
  -8%, 2%, -5%, 37%, 6%, -2%, -0.1%, 13%, 3%
COc1ccc(-n2c(-c3ccc(Cl)cc3)cc3c2CC(C)(C)CC3=O)c(OC)c1
  -14%, -3%, -2%, 1%, 0%, 7%, 1.0%, 36%[activator], -1%
CC(C)NC(=O)CSc1nc2ccccc2nc1N1CCCCC1
  -2%, 1%, 6%, 10%, -8%, -5%, 13%, -9%, 1%&-13%
COc1cc(C(=O)Nc2ccc3nc4n(c(=O)c3c2)CCCC4)ccc1Br
  -29%, 5%, -6%, 8%, 7%, 6%, 12%, 25%, 0%
CC(=O)N1CCN(CCS(=O)(=O)c2ccc(Br)cc2)CC1
  -16%, -11%, -2%, -29%, 1%, -13%, 1.6%, -25%, ?
COC(=O)c1cc(NC(=S)Nc2cc(Cl)cc(Cl)c2)cc(C(=O)OC)c1
  -20%, ?, 0%, -42%, -7%, 13%, 0.1%, ?, ?
COc1cc(CNC(=O)c2cc3n(n2)CCCN(Cc2cccc(F)c2)C3=O)cc(OC)c1OC
  -8%, -4%, -2%, -2%, 0%, 8%[57.1 µM], -0.9%, 11%[57.1 µM], 10%

# Structures listed so far shown as hits in ALOX12 inh.
Molecule | USP1 inh | Vif-APOBEC3G blk | RGS4 inhibitor | TrxR1 substrate | rTrxR1 inhibitor | ALOX12 inh
S=C(Nc1ccccn1)NC1CCCCC1 | ? | -3% | -35% | -1%[57.1 µM] | 15%[57.1 µM] | 22µM*

# These rows are one share of the data (hit frequency here may not be typical).
